G9a inh: qHTS Assay for Inhibitors of Histone Lysine Methyltransferase G9a; G9a H3K9 monomethylation, AlphaScreen, 2 h; Potency, µM (series often up to 102 µM), inactives show at the highest dose activity, negative = inhibition, actives largely listed as inhibitors; 8.8% of 350,000 active; AID 504332, 2011; note: % is set by controls: 0 for no effect and ±100 for the full control effect; nearly all actives have a fitted effect of over 75% in size
Target sequence (Q96KQ7 913-1193 limits assumed): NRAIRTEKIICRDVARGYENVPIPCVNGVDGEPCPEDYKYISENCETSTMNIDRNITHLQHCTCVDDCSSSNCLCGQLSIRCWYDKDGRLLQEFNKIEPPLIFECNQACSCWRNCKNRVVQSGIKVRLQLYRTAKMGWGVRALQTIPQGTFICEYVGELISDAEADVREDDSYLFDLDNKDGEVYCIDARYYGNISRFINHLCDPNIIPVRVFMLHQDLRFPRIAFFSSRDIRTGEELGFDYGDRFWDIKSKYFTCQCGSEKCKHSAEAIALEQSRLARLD
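Enzyme 20 nM + cpd, 15 min RT; add b-H3K9 pep 500 nM / SAM 20 uM; 2 h RT; anti-H3K9me1 Ab 0.5 ug/mL + SA donor / anti-rabbit acceptor beads 20 ug/mL each, 10 min; AlphaScreen read.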
BLM helicase inh: qHTS Assay for Inhibitors of Bloom's syndrome helicase (BLM); RecQ-like DNA helicase BLM (Homo sapiens), P54132; recombinant BLM DNA unwinding, fluorescence dequenching; Potency, µM (titrated, usually from 56.1 µM), for inactives: top-dose activity change, negative = inhibition, actives largely listed as inhibitors; 0.2% of 350,000 active;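 note: plate controls were vehicle for no effect and no enzyme for full effect; nearly all actives have a fitted effect of over 35% in size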
BAZ2B block: qHTS Assay for Inhibitors of BAZ2B. 4.4% of 360,000 active. Potency, µM (highest dose often 114 µM), for inactives: top-dose activity change, negative = inhibition, actives largely listed as inhibitors. AlphaScreen BAZ2B-H3K14Ac peptide displacement. Bromodomain adjacent to zinc finger domain protein 2B (Homo sapiens), Q9UIF8; note: % is set by controls: 0 for no effect and ±100 for the full control effect; nearly all actives have a fitted effect of over 60% in size
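Multi-concentration screen (max 110 uM) measuring displacement of acetylated histone H3 peptide from BAZ2B by AlphaScreen, using 50 nM protein, 50 nM peptide and 10 ug/mL streptavidin donor plus Ni-chelate acceptor beads.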
POLK inh: qHTS for Inhibitors of Polymerase Kappa; DNA polymerase kappa (Homo sapiens), Q9UBT6; purified Pol kappa, fluorescent DNA synthesis assay, 10 min; Potency, µM (top dose mostly 107 µM), for inactives: at the highest dose activity, negative = inhibition, most hits filed as inhibitors; 0.53% of 400,000 active; AID 588579, 2011; note: % is set by controls: 0 for no effect and ±100 for the full control effect
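Enzyme at 10 nM met test compounds for 15 min at room temperature. Substrate addition (50 nM final) began the reaction, which was monitored by fluorescence at 0 and 10 min.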
Apoferritin bind: qHTS Assay for Identification of Novel General Anesthetics | Potency, µM (highest dose often 77.5 µM), for the others: at the highest dose activity change, negative = displacement, actives largely listed as inhibitors | AID 485281, 2010 | apoferritin/1-aminoanthracene competitive binding, fluorescence | Ferritin light chain (Equus caballus), P02791 | 0.074% of 350,000 active; note: % is set by controls: 0 for no effect and ±100 for the full control effect; nearly all actives have a fitted effect of over 20% in size
Target sequence (P02791 2-175 limits assumed): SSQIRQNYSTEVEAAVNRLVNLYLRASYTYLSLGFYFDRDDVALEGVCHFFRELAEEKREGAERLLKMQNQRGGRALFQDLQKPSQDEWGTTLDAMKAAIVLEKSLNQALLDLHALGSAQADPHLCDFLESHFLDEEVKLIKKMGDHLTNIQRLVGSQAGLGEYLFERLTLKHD
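10 uM apoferritin + 50% sat. 1-AMA, PBS; cpd 10 min RT; Ex380/Em535 endpoint; normalized to free probe vs complex; 4-param Hill fit; propofol titration as pos. ctrl.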
POLH inh: qHTS for Inhibitors of Polymerase Eta; DNA polymerase eta (Homo sapiens), Q9Y253; recombinant Pol eta, fluorescent DNA replication assay; Potency, µM (series often up to 114 µM), for inactives: top-dose activity change, negative = inhibition, hits mostly inhibitors; 1.2% of 390,000 active; AID 588591, 2011; note: % is set by controls: 0 for no effect and ±100 for the full control effect
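Fluorescent replication assay: 50 nM final substrate added after a 15 min room-temperature compound preincubation with 10 nM enzyme. Signal taken at 0 min and again at 10 min.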
POLI inh: qHTS for Inhibitors of Polymerase Iota; DNA polymerase iota (Homo sapiens), Q9UNA4; 1% of 390,000 active; Pol iota fluorescent replication assay, 10 min; Potency, µM (top dose mostly 115 µM), for inactives: top-dose activity, negative = inhibition, usual class: inhibitors
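Fluorescent replication assay read twice, at 0 min and 10 min after adding 50 nM (final) substrate. Enzyme (10 nM) and compounds were first incubated 15 min at room temperature; enzyme-free buffer wells were negative controls.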
POLB inh: qHTS Assay for Inhibitors of DNA Polymerase Beta; 1.3% of 340,000 active; Potency, µM (top dose mostly 114 µM), for inactives: at the highest dose activity change, negative = inhibition, usual class: inhibitors; P06746; Pol beta primer extension/strand displacement, fluorescence kinetic; AID 485314, 2010; note: % is set by controls: 0 for no effect and ±100 for the full control effect
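Pol beta (10 nM) and compounds were preincubated 15 min at room temperature, then 50 nM substrate (final) started primer extension/strand displacement. Reads were taken at 0 and 10 min; concentration-response data were fitted to a four-parameter Hill equation.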
APEX1 inh: qHTS Assay for Inhibitors of the Human Apurinic/apyrimidinic Endonuclease 1 (APE1) | AID 2517, 2012 | 0.35% of 350,000 active | Potency, µM (titrated, usually from 65.8 µM), without a hit: top-dose activity change, negative = inhibition, most hits filed as inhibitors | DNA repair nuclease/redox regulator APEX1 (Homo sapiens), P27695 | recombinant APE1, TAMRA/BHQ-2 abasic DNA cleavage fluorescence;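 note: plate controls were vehicle for no effect and reference inhibitor for full effect; nearly all actives have a fitted effect of over 55% in size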
Target sequence (P27695 whole entry, looked up): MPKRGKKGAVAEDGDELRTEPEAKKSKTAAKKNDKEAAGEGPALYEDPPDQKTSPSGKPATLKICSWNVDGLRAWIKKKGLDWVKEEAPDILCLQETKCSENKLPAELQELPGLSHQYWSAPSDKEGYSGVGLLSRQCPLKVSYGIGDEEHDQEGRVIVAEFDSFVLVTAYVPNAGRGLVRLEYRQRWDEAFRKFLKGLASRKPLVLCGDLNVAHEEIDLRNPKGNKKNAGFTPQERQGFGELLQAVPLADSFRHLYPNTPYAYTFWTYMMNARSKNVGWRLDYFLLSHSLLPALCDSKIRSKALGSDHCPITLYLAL
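Compound pre-exposure to 0.75 nM APE1, 15 min at ambient temperature. Reaction initiated with 50 nM TAMRA/BHQ-2 THF substrate, read immediately in kinetic mode, 525 nm excitation, 598 nm emission.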
The depositor's hits bear a star; & = joins results of further samples; [ ] = another dose, or the depositor's remark. Calls come from the whole dose curve; as a rule, active = well fitted curve in the direction sought with a large enough effect; inconclusive = small, poorly fitted or top-dose-only effect, or another doubt; inactive = no such curve, though single readings can be large; an effect the other way counts as inactive or inconclusive. Potency is the fitted concentration of half-maximal effect. Some of the compounds tested; count on the stated rates, not on these rows.

The opening two entries, ahead of the listing:
`CCOc1cc(/C=N/Nc2nnc(C)n2N)ccc1OC(C)=O` gave G9a inh 45µM*, BLM helicase inh 1%, BAZ2B block -14%, POLK inh -25%, Apoferritin bind -2%, POLH inh -16%, POLI inh 2.8µM*, POLB inh inconclusive and APEX1 inh -15%.
`CC(O)[C@H]1CNC(=O)C(=O)N1CC1CCCCC1` (stereo partly drawn) gave G9a inh -9%[59 µM], BLM helicase inh 0%, BAZ2B block 3%, POLK inh 6%, Apoferritin bind 22%, POLH inh -4%, POLI inh 10%, POLB inh 1% and APEX1 inh 1%.

The whole of this part, from the start:
`CCOc1cc(/C=N/Nc2nnc(C)n2N)ccc1OC(C)=O` gave G9a inh 45µM*, BLM helicase inh 1%, BAZ2B block -14%, POLK inh -25%, Apoferritin bind -2%, POLH inh -16%, POLI inh 2.8µM*, POLB inh inconclusive and APEX1 inh -15%.
`CC(O)[C@H]1CNC(=O)C(=O)N1CC1CCCCC1` (stereo partly drawn) gave G9a inh -9%[59 µM], BLM helicase inh 0%, BAZ2B block 3%, POLK inh 6%, Apoferritin bind 22%, POLH inh -4%, POLI inh 10%, POLB inh 1% and APEX1 inh 1%.
For CCCC(=O)NCCc1cc(OC)c(OC)cc1Br the results were G9a inh 22%[59 µM], BLM helicase inh 4%, BAZ2B block 10%, POLK inh -10%, Apoferritin bind -1%, POLH inh -9%, POLI inh 6%, POLB inh 41% and APEX1 inh 2%.
Screening COc1cc([N+](=O)[O-])cc2cc(C(=O)NC(C)(C)C)c(=O)oc12 returned BLM helicase inh -3%, BAZ2B block inconclusive, POLK inh 2%, Apoferritin bind -7%, POLH inh -12%, POLI inh 70%[activator], POLB inh 39% and APEX1 inh -1%.
Screening CNC(=O)CSc1nc2c(c(=O)n(C)c(=O)n2C)n1Cc1ccc(C)cc1 returned G9a inh 16%[59 µM], BLM helicase inh -2%, BAZ2B block 12%, POLK inh -4%, Apoferritin bind 4%, POLH inh -10%, POLI inh 17%, POLB inh 13% and APEX1 inh 15%.
Screening CC(=O)N1CCN(C(C)=O)C1c1ccccc1 returned G9a inh -2%[12.7 µM], BLM helicase inh 0%, BAZ2B block -1%, POLK inh -13%, Apoferritin bind -2%, POLH inh -11%, POLI inh 7%, POLB inh inconclusive and APEX1 inh -2%.
`O=C(NCC1CCCO1)C1CCCN(Cc2cnn(-c3ccccc3)c2-n2cccc2)C1` (stereo not drawn) gave G9a inh 18%[12.7 µM], BLM helicase inh -1%, BAZ2B block 10%, POLK inh 2%, Apoferritin bind -3%, POLH inh 2%, POLI inh 16%, POLB inh 14% and APEX1 inh -1%.
Screening Cc1cccc(C)c1-n1c(SCC(=O)Nc2ccc(C(=O)O)cc2)nnc1-c1cccc(S(=O)(=O)N(C)C)c1 returned G9a inh -38%, BLM helicase inh -2%, BAZ2B block inconclusive, POLK inh -4%, Apoferritin bind -8%, POLH inh -2%, POLI inh -11%, POLB inh 0% and APEX1 inh 2%&21%.
Cc1cc(C)c(C#N)c(SCC(=O)c2cc(C)n(CCc3ccccc3)c2C)n1 was read as G9a inh -12%[12.7 µM], BLM helicase inh -7%, BAZ2B block 17%, POLK inh -2%, Apoferritin bind -3%, POLH inh -1%, POLI inh 2%, POLB inh 15% and APEX1 inh -1%.
COc1ccc(OC)c(N(CC(=O)NN=C2CCN(C)CC2)S(=O)(=O)c2ccccc2)c1 was read as G9a inh 22%, BLM helicase inh -1%, BAZ2B block -2%, POLK inh -4%, Apoferritin bind -2%, POLH inh -19%, POLI inh 12%, POLB inh 8% and APEX1 inh 18%.
Screening CCCCOC(=O)Nc1nnc(CCc2ccccc2)s1 returned G9a inh -1%[59 µM], BLM helicase inh -2%, BAZ2B block 12%, POLK inh -5%, Apoferritin bind -13%, POLH inh -11%, POLI inh 43%[activator], POLB inh 2% and APEX1 inh 31%[activator].
For CCOC(=O)Cc1nnc(NC(=O)c2cccc(OCC)c2)s1 the results were G9a inh 12%[12.7 µM], BLM helicase inh -1%, BAZ2B block -8%, POLK inh -14%, Apoferritin bind inconclusive, POLH inh 0%, POLI inh -48%, POLB inh 0% and APEX1 inh -1%.
`O=C(NCc1ccco1)C1CCN(C(=O)c2cc3sccc3n2Cc2ccc(Cl)cc2)CC1` gave G9a inh inconclusive, BLM helicase inh -6%, BAZ2B block inconclusive, POLK inh -18%, Apoferritin bind -2%, POLH inh -6%, POLI inh 0%, POLB inh 0% and APEX1 inh 9%.
Screening O=C(C1CCCCC1)N1CCN(S(=O)(=O)c2cccc([N+](=O)[O-])c2)CC1 returned BLM helicase inh -1%, BAZ2B block -38%, POLK inh 2%, Apoferritin bind -9%, POLH inh -4%, POLI inh 26%, POLB inh 37% and APEX1 inh 6%.
For Cc1nnc(NC(=O)CSc2nnc(CNC(=O)c3ccc(S(=O)(=O)N(C)C)cc3)o2)s1 the results were BLM helicase inh 0%, BAZ2B block inconclusive, POLK inh -9%, Apoferritin bind -1%, POLH inh -5%, POLI inh 6%, POLB inh 72% and APEX1 inh -1%.
For O=C(Nc1ccc(S(=O)(=O)N2CCCC2)cc1Cl)C1=COCCO1 the results were G9a inh inconclusive, BLM helicase inh -1%, BAZ2B block 6%, POLK inh 12%, Apoferritin bind -15%, POLH inh -11%, POLI inh 161%[activator], POLB inh 30% and APEX1 inh 1%.
COc1ccc(N(CC(=O)N2CCC(C)CC2)S(=O)(=O)c2c(C)nn(C)c2C)cc1 was read as G9a inh 9%, BLM helicase inh 2%, BAZ2B block -5%, POLK inh 4%, Apoferritin bind -15%, POLH inh -20%, POLI inh 34%[activator], POLB inh 6% and APEX1 inh -9%.
Screening Cc1ccc(-c2cc(C(=O)N/N=C/c3c[nH]c4ccccc34)[nH]n2)cc1 returned G9a inh -7%[59 µM], BLM helicase inh 0%, BAZ2B block -32%, POLK inh -14%, Apoferritin bind 4%, POLH inh inconclusive, POLI inh 48%[activator], POLB inh inconclusive and APEX1 inh inconclusive.
CC(NC(=O)Cn1c(NCCO)nc2ccccc21)c1ccccc1 (stereo not drawn) was read as G9a inh -3%[12.7 µM], BLM helicase inh 0%, BAZ2B block 4%, POLK inh 5%, Apoferritin bind -7%, POLH inh -17%, POLI inh 28%, POLB inh 2% and APEX1 inh -1%.
O=C(NC(=S)Nc1ccc(S(=O)(=O)N2CCCCCC2)cc1)c1cccs1 was read as G9a inh 21%[59 µM], BLM helicase inh 1%, BAZ2B block -2%, POLK inh -6%, Apoferritin bind -1%, POLH inh -26%, POLI inh 15%, POLB inh 39% and APEX1 inh 11%.
Cc1cccc(C)c1OCc1nnc(SCC(=O)Nc2nccs2)n1-c1ccccc1 was read as G9a inh 20%[59 µM], BLM helicase inh 0%, BAZ2B block 1%, POLK inh -14%, Apoferritin bind -4%, POLH inh -5%, POLI inh 6%, POLB inh 18% and APEX1 inh 0%.
`COc1ccc(-c2nn(-c3ccccc3)cc2/C=N/NS(=O)(=O)c2ccccc2)cc1` gave G9a inh 34%[12.7 µM], BLM helicase inh -13%, BAZ2B block -10%, POLK inh -12%, Apoferritin bind -2%, POLH inh -21%, POLI inh 15%, POLB inh 1% and APEX1 inh -7%.
CN(C)c1cc[n+](CC(=O)c2ccc(OC(F)F)cc2)cc1 was read as G9a inh -14%[12.7 µM], BLM helicase inh 11%, BAZ2B block -10%, POLK inh -7%, Apoferritin bind 8%, POLH inh -22%, POLI inh 31%[activator], POLB inh 6% and APEX1 inh 8%.
`COc1ccc(-n2c(CN3CCN(c4ccccc4OC)CC3)nc3ccc([N+](=O)[O-])cc3c2=O)c(OC)c1` gave G9a inh 45µM*, BLM helicase inh -7%, BAZ2B block inconclusive, POLK inh -12%[60.1 µM], Apoferritin bind -12%, POLH inh 2%, POLI inh -5%, POLB inh inconclusive and APEX1 inh -9%.
`COc1ccnc(N=CNOCc2cccc(Cl)c2Cl)c1C#N` gave G9a inh 22%[59 µM], BLM helicase inh -3%, BAZ2B block 7%, POLK inh -14%, Apoferritin bind -18%, POLH inh -9%, POLI inh 14%, POLB inh 2% and APEX1 inh 2%.
Screening CC(C)(CNC(=O)c1ccc(NS(=O)(=O)c2ccc(F)cc2)cc1)N1CCOCC1 returned G9a inh 53%[activator][0.501 µM], BLM helicase inh 0%, BAZ2B block 14%, POLK inh -18%, Apoferritin bind -13%, POLH inh -8%, POLI inh -3%, POLB inh -18% and APEX1 inh -23%.
Screening Cc1nc(C(=O)N2CCCC(N3CCN(c4ccccc4C)CC3)C2)cs1 (stereo not drawn) returned BLM helicase inh 2%, BAZ2B block -3%, POLK inh -10%, Apoferritin bind -3%, POLH inh -16%, POLI inh 25%, POLB inh -2% and APEX1 inh 10%.
Screening COc1ccc(Cl)cc1NC(=O)CSC1=Nc2ccccc2C2=NC(CCC(=O)NCc3ccco3)C(=O)N12 (stereo not drawn) returned G9a inh -3%[59 µM], BLM helicase inh 1%, BAZ2B block -2%, POLK inh -12%, Apoferritin bind -14%, POLH inh -17%, POLI inh -8% and POLB inh -1%.
For COc1ccc(-n2nc3cc(C)c(NC(=O)c4ccc(-c5ccc(Br)cc5)o4)cc3n2)cc1 the results were G9a inh 3%[59 µM], BLM helicase inh 3%, BAZ2B block 5%, POLK inh -7%, Apoferritin bind -1%, POLH inh -16%, POLI inh 42%[activator] and POLB inh 10%.
For Cc1cccc(N2CCN(C(=O)CCCOc3ccccc3)CC2)c1C the results were G9a inh -7%[2.33 µM], BLM helicase inh -11%, BAZ2B block 11%, POLK inh -2%, Apoferritin bind -5%, POLH inh -10%, POLI inh 13%, POLB inh 18% and APEX1 inh 11%.
